CHT PAM = allosterically activates the human high affinity choline transporter | B-score at 10 µM | CHT-expressing cells, membrane potential dye, choline EC20; stronger effect = higher value; LV-AA mutant CHT in HEK293 cells | AID 488977 | hit rate 0.49% among 310,000 | Q9GZV3;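 active = initial fluorescence not abnormally high and integrated response B-score, plate-corrected, over 3 SD above library mean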
Target sequence (Q9GZV3 whole entry, looked up): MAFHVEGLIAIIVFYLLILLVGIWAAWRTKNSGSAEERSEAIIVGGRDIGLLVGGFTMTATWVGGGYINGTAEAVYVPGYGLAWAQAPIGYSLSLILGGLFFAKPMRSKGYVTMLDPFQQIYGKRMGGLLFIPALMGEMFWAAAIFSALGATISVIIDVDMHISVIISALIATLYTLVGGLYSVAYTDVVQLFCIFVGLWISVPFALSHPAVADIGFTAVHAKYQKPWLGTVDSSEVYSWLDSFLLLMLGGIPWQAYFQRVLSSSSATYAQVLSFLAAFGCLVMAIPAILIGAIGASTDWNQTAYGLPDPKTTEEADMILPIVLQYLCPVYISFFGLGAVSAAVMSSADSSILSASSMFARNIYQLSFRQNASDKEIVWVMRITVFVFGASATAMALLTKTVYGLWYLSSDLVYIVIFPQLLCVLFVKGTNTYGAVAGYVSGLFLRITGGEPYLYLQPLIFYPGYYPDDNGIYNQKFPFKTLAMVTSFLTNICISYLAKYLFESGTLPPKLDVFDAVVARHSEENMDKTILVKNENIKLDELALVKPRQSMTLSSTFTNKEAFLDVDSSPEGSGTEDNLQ
OX1R antag-1 = antagonists of human orexin 1 receptor (OX1R); O43613; OX1R-expressing cells, FRET antagonist read-out; inhibition, % at 6.6 µM; hit rate 1.8% among 330,000; AID 485270; in the data active = inhibition mostly above about 38%, no sharp cut-off; inactive = mostly below about 40%;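 also: 0% = agonist challenge alone and 100% = reference antagonist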
Target sequence (O43613 whole entry, looked up): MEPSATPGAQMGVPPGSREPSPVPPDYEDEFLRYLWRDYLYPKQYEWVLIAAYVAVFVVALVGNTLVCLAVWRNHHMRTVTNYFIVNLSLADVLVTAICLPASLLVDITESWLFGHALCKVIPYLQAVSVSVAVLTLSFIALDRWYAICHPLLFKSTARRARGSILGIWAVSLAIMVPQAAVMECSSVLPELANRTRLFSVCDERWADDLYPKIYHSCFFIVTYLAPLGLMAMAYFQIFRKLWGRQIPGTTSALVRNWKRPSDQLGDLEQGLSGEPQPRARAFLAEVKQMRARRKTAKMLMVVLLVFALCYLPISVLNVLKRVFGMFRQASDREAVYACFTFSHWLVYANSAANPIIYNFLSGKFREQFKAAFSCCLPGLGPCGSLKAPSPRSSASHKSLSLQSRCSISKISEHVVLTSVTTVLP
OX1R antag-2 = antagonists of human orexin 1 receptor. inhibition, % at 5 µM. CHO/OX1R cells, Fluo-8 calcium fluorescence, orexin A. AID 434989. O43613. hit rate 0.43% among 330,000;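 active = inhibition above its plate's threshold, mean inhibition of all tested compounds on the plate plus 3 SD, cut at about 37% in these data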;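 also: 0% = orexin A challenge wells and 100% = SB-334867-A antagonist wells; not every result past the cut was called active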
Numbers without * were called inactive; i = inactive; . = no result given.

Order of values – CHT PAM | OX1R antag-2 | OX1R antag-1
- CCOc1cc(C(=S)N2CCCC2)ccc1OCc1ccccc1
→ i | -18 | 19
- Cc1nnc(SC(C)C(=O)Nc2ccc3ccccc3c2)n1C (stereo unspecified)
→ . | -13 | 2
- COc1ccc(NC(=S)N2N=CCC2c2ccccc2)cc1 (stereo unspecified)
→ i | -11 | 16
- COc1ccc(-c2csc(/C=C/c3ccc4c(c3)OCO4)n2)cc1OC
→ i | -7 | 15
- Cc1cc(S(=O)(=O)N2CCCC(N(C)CCc3ccccn3)C2)c(C)s1 (stereo unspecified)
→ i | -22 | 27
- COc1ccc(NC(=O)COC(=O)COc2cccc3c2OC(C)(C)C3)cc1
→ i | -5 | 11
- Cn1c(=O)[nH]c(=O)c2c1ncn2CCCc1ccccc1
→ i | -19 | 5
- CC(C)c1c(C(=O)N/N=C/c2c[nH]c3ccccc23)nnn1-c1nonc1N
→ i | 25 | 3
- O=C(NCCc1c[nH]c2ccccc12)c1ccc2[nH]c(=O)c(=O)[nH]c2c1
→ i | -18 | -7
- Nc1ccc(S(=O)(=O)NC2(C(F)(F)F)NC(=O)N(c3ccc(F)cc3)C2=O)cc1 (stereo unspecified)
→ i | 0 | 9
- Cc1c(NC(=O)C2CCCO2)cccc1[N+](=O)[O-] (stereo unspecified)
→ i | -17 | 9
- COc1cc(CNC2CCCCC2OC)cc(OC)c1OC (stereo unspecified)
→ i | -15 | 12
- Cc1ccc(C(=O)N/C(N)=N/c2nc3ccccc3o2)cc1
→ i | 8 | 7
- COc1ccc(CCNC(=O)c2cc(S(=O)(=O)N3CCC4(CC3)OCCO4)ccc2F)cc1OC
→ i | -21 | 13
- CC1C(=O)CC(c2ccccc2)N(C)C1c1ccccc1 (stereo unspecified)
→ i | -27 | 9
- CCCN1CCC(NC(=O)Nc2ccc(Br)cc2)CC1
→ i | -8 | 6
- CS(=O)(=O)Nc1ccc(S(=O)(=O)NCCc2ccccc2)cc1
→ i | -4 | 27
- OCCNc1ncnc2ccc(Br)cc12
→ i | -14 | 38
- N#CN/C(=N\S(=O)(=O)c1ccccc1)c1ccccc1
→ i | 1 | 3
- N#Cc1c(Cl)cccc1-n1ccnc1
→ i | -10 | 5
- COc1cc(C2NC(=O)C(C#N)=C(Nc3cccc(C)c3)S2)ccc1O (stereo unspecified)
→ i | -6 | 2
- CS(=O)(=O)C1=C(O)C(=O)N(CCCC(=O)O)C1c1ccccc1F (stereo unspecified)
→ i | -7 | 7
- COc1ccc(CCNC(=O)C2CCN(C(=O)c3cccs3)CC2)cc1
→ i | -18 | 16
- COc1ccccc1N1CC(C(=O)NCCN2C(=O)S/C(=C\c3cccnc3)C2=O)CC1=O (stereo unspecified)
→ . | -12 | 29
- COc1ccc(C(=S)N2CCCC2)cc1Br
→ i | -5 | 7
- c1cc2cn[nH]c2cc1NC1CCCCCC1
→ i | -4 | 12
- CCCCN(CC)c1nc(N)c2c(N)nc(OCC)cc2c1C#N
→ i | -21 | 7
- S=C(NCc1ccco1)Nc1ccc(N2CCOCC2)cc1
→ i | -8 | 27
- CC1(C)CC(=O)C(C(c2ccc(F)cc2)C2C(=O)CC(C)(C)CC2=O)C(=O)C1
→ i | -17 | 3
- c1ccc(Cc2nnc(N3CCOCC3)c3ccccc23)cc1
→ i | -10 | -10

(continued)
Order of values – CHT PAM | OX1R antag-2 | OX1R antag-1
- CC(=O)Nc1nnc(SCC(=O)Nc2ccc3c(c2)OCCO3)s1
→ i | 1 | 7
- CCCCNC(=O)O[C@H]1C[C@@H]2CCN3C(=O)CCC[C@H]([C@H]1Cc1ccccc1)[C@H]23
→ i | -8 | 25
- Cc1ccc(/C=C/C(=O)OCC(=O)Nc2cccc(S(=O)(=O)N(C)C)c2)o1
→ i | -12 | 10
- O=C(NCCN1CCOCC1)C1CCC(=O)N1Cc1ccccc1Cl (stereo unspecified)
→ i | -10 | 2
- CCOc1ccc(N=C(/C(C(=O)C(=O)N2CCOCC2)=C(/O)c2ccccc2)c2ccccc2)cc1
→ i | -13 | 7
- Cc1cccc(N2CCN(C(=O)C3CCC(=O)N(C4CC4)C3)CC2)c1C (stereo unspecified)
→ i | -18 | -2
- CCC(=O)Nc1ccc(Cl)c(NC(=S)NC(=O)COc2ccccc2)c1
→ i | -12 | 19
- CC1CN(S(=O)(=O)c2ccccc2)CC(C)O1 (stereo unspecified)
→ i | -12 | 2
- COc1ccc(S(=O)(=O)N2CCN(C(=O)c3ccco3)CC2)cc1C(C)(C)C
→ i | -24 | 6
- Cc1ccc(NC(=O)COC(=O)C(NS(=O)(=O)c2ccc(Cl)cc2)C(C)O)cc1C (stereo unspecified)
→ i | -10 | 12
- CC(NC(=O)CN(C)CC(=O)Nc1ccc(Cl)cc1)c1ccc(F)cc1 (stereo unspecified)
→ . | -13 | 5
- CC(C)N(C(=O)COC(=O)c1cccc(C(=O)OCC(=O)N(C(C)C)C(C)C)n1)C(C)C
→ i | -29 | 21
- COc1ccc(OC)c(NC(=O)c2[nH]c(C)c(C(C)=O)c2C)c1
→ i | -20 | 13
- CCCc1noc2c1/C(=N\O)CC(CC(C)SCC)C2 (stereo unspecified)
→ i | -8 | 22
- CCN(CC)C(=O)Cn1cc(S(=O)(=O)CC(=O)NC2CCCCC2)c2ccccc21
→ i | -27 | 6
- C#CC[N+](C)(C)CC#Cc1ccc(C)cc1
→ i | -27 | 11
- O=C(Cc1c(F)cccc1Cl)NCCN1CCOCC1
→ i | -3 | 8
- Cc1cc(C)c(OCC(=O)Nc2cccc(NC(=O)c3ccco3)c2)c(Br)c1
→ i | 28 | 64*
- CC1(C)Nc2ccccc2C(=O)N1c1ccc(Br)cc1
→ i | -7 | 46
- O=C(C1=NN(c2ccccc2)C2C(=O)N(c3cccc(Cl)c3)C(=O)C12)c1ccccc1 (stereo unspecified)
→ i | 6 | 15
- Cc1ccc(/C=C(\C#N)C(=O)NC(C)c2ccccc2)o1 (stereo unspecified)
→ i | -11 | 19
- Cc1ccccc1CSc1nnc(-c2ccco2)n1Cc1ccco1
→ i | 5 | 68*
- Cc1ccc(S(=O)(=O)NCCCC(=O)O)cc1
→ i | 17 | 11
- S=c1[nH]nc(COc2cccc(Cl)c2)n1Cc1ccccc1
→ i | -12 | 19
- Cc1cc(C)c(S(=O)(=O)c2ccc(Cl)cc2C)c(Cl)n1
→ i | -18 | 9
- CCCN(C(=O)/C=C/c1nc2ccccc2s1)C1CCS(=O)(=O)C1 (stereo unspecified)
→ . | -20 | 6
- CCCCn1nc(C(=O)Nc2cc(C(F)(F)F)ccc2N2CCOCC2)ccc1=O
→ . | -31 | 16
- CC1CCCCC1NC(=O)COC(=O)Cc1ccc(Cl)cc1 (stereo unspecified)
→ . | 13 | 9
- CC(=O)c1ccc(-c2ccc(C(=O)Nc3nc(-c4ccccn4)cs3)o2)cc1
→ . | 18 | 4
- COc1cc(NC2c3ccccc3C(=O)N2Cc2ccccc2Cl)cc(OC)c1 (stereo unspecified)
→ i | -17 | 53

(continued)
Order of values – CHT PAM | OX1R antag-2 | OX1R antag-1
- Cc1ccccc1C(=O)/C(C#N)=N/Nc1c(C)n(C)n(-c2ccccc2)c1=O
→ i | 3 | 9
- Nc1cc(Cl)nc(N/N=C/c2ccccc2[N+](=O)[O-])n1
→ i | -16 | 47
- COc1ccc2c(c1OC)C(=O)OC2CC(=O)O (stereo unspecified)
→ i | -22 | 0
- O=C(COC(=O)c1ccc[nH]c1=O)Nc1ccc(N2CCCCC2)cc1
→ . | -10 | 3
- COc1ccc(-c2noc(CCC(=O)NCc3cccnc3)n2)cc1
→ i | -6 | 16
- Cc1ccc(C)c(CN2CCC(CNC(=O)Nc3ccc(C)c(F)c3)CC2)c1
→ i | -35 | 12
- Cc1ccc(NS(=O)(=O)c2ccc(-c3coc(C)n3)cc2)c(Br)c1
→ i | -10 | 9
- COc1ccc(C(=O)N/C=C/n2cnc3cc(C(F)(F)F)ccc32)cc1
→ i | -10 | 10
- COc1ccccc1N(CC(=O)N/N=C(\C)c1cccc(Br)c1)S(C)(=O)=O
→ i | -22 | 15
- Cc1ccc(C)c(NC(=S)N2CCC(NC(=O)c3cccc(F)c3)CC2)c1
→ i | -25 | 2
- CC(C)CC(=O)Nc1ccc(S(=O)(=O)Nc2nccs2)cc1
→ i | -18 | -2
- C(CNC1C2CC3CC(C2)CC1C3)CN1CCOCC1 (stereo unspecified)
→ i | -15 | 21
- COc1ccc(CCNC(=O)CSc2nc3[nH]ncc3c(=O)n2-c2cccc(C(F)(F)F)c2)cc1OC
→ i | -28 | -1
- Cc1ccc(NC(=O)/C(=C\C=C\c2ccccc2)NC(=O)c2ccccc2)cc1
→ i | -11 | 15
- CCOC(=O)C1CCCN(c2c(N3CCN(C)CC3)c(=O)c2=O)C1 (stereo unspecified)
→ i | -5 | 6
- O=C(CNCc1ccc(Cl)cc1)N1CCc2ccccc2C1
→ i | -11 | -3
- Nc1nc2ccccc2n1C(=O)CCc1ccccc1
→ i | 0 | 5
- Cc1c(C(=O)N2CCOCC2)oc2ccc(S(=O)(=O)N3CCCCCC3)cc12
→ i | -29 | 12
- C1CCc2nc3c(nc2C1)CCCC3
→ i | -12 | 1
- CCOc1cc(NC(=S)NCC2CCCO2)c(OCC)cc1NC(=O)c1ccc(F)cc1 (stereo unspecified)
→ i | -28 | 24
- COc1ccc2cc3cc(C(=O)N4CCCC(C)C4)oc3nc2c1 (stereo unspecified)
→ i | -20 | 11
- CCCC(=O)c1ccc(N2CCCCCC2)c(F)c1
→ i | -49 | 35
- CS(=O)(=O)c1ccc(Cl)c(NC(=O)COC(=O)CNC(=O)c2ccc(Br)o2)c1
→ i | -5 | 10
- CCOC(=O)C1=C(C)Nc2ncnn2C1c1ccccc1F (stereo unspecified)
→ i | -29 | 14
- CCn1nnnc1SCC(=O)Nc1cccc(NC(C)=O)c1
→ i | 8 | 6
- CC(C)(C)c1ccc2c(c1)OCC(C(=O)O)O2 (stereo unspecified)
→ i | -4 | 0
- Nc1nonc1-n1nnc(C(=O)N/N=C/c2ccccc2F)c1CN1CCOCC1
→ i | -9 | 17
- Cc1ccc(F)cc1NC(=O)CCOc1ccccc1
→ i | 1 | 36
- O=C(CSc1ncn[nH]1)c1ccc(OC(F)F)cc1
→ 7.2* | -2 | 15
- Cc1ccc(CCNC(=O)C2CCN(S(=O)(=O)c3ccc4c(c3)NC(=O)C(C)S4)CC2)cc1 (stereo unspecified)
→ i | -6 | 12

Following part:
Order of values – CHT PAM | OX1R antag-2 | OX1R antag-1
- Cc1cc2oc(=O)c(CC(=O)O)c(C)c2c2occ(C(C)(C)C)c12
→ i | -15 | 8
- O=C(N/N=C/c1ccc(-c2ccc([N+](=O)[O-])cc2)o1)c1cccnc1
→ i | -16 | 30
- COc1ccc(NC(=O)C(CC(=O)O)Cc2ccccc2)cc1 (stereo unspecified)
→ i | 12 | 2
- CC1=CCC2C(=O)N(c3cc(C)on3)C(=O)C2C1 (stereo unspecified)
→ i | 1 | 21
- O=C(c1cc(Br)c[nH]1)N1CCSCC1
→ i | -8 | 1
- Cc1cnn(-c2ccc3nnc(-c4ccc(Br)cc4)n3n2)c1
→ i | -21 | -2
- CC(CCc1ccccc1)NC(=O)CSc1nccc(=O)[nH]1 (stereo unspecified)
→ i | -24 | 4
- CN(C)CCOC(=O)c1cccc(Br)c1
→ i | -20 | -2
- Cc1ccc(S(=O)(=O)N2CCN(CC(=O)N/N=C\c3ccccn3)CC2)cc1
→ i | -14 | 11
- COc1cccc(C2C(C(N)=O)=C(C)Nc3nc(-c4ccccc4Cl)nn32)c1 (stereo unspecified)
→ i | -9 | 6
- CC[C@H](C)C(C(=O)N1CCN(C(=O)OC(C)(C)C)CC1)n1cc(C(CC(C)C)NC(=O)OC(C)(C)C)nn1 (stereo partly specified)
→ i | -28 | 22
- Cc1ccc(CS(=O)(=O)CCC(=O)NCCN(C)Cc2ccccc2)cc1
→ i | -11 | 13
- Cc1ccc(C)c(N2CCN(C(=O)C3CCC3)CC2)c1
→ i | -16 | -5
- CCc1cccc(OCC(=O)Nc2cc(S(=O)(=O)N3CCOCC3)ccc2N2CCCC2)c1
→ i | -34 | 2
- O=C(CN(C(=O)CNS(=O)(=O)c1ccc(F)cc1)C1CCCC1)NCc1ccco1
→ i | -20 | 43
- CCOC(=O)c1sc(NC(C)=O)nc1-c1ccccc1
→ i | 10 | 8
- CCOc1ccccc1N(C(=O)Nc1cccc(Cl)c1)C1=NC(C)CS1 (stereo unspecified)
→ i | -8 | 20
- Nc1nnn(CC(=O)N/N=C/c2ccc(O)cc2)n1
→ i | -2 | -3
- Cc1ccc(NC(=O)NCc2cccn2C)cc1C
→ i | -22 | -5

Compound profiles (already shown). Values in the order: CHT PAM | OX1R antag-2 | OX1R antag-1
`COc1cccc(C2C(C(N)=O)=C(C)Nc3nc(-c4ccccc4Cl)nn32)c1` (stereo unspecified) is listed with i | -9 | 6
`O=C(CN(C(=O)CNS(=O)(=O)c1ccc(F)cc1)C1CCCC1)NCc1ccco1` is listed with i | -20 | 43

4 entries from above in a different format:
COc1ccc(NC(=O)C(CC(=O)O)Cc2ccccc2)cc1 (stereo unspecified)
  CHT PAM: i
  OX1R antag-2: 12
  OX1R antag-1: 2
Cc1ccc(S(=O)(=O)N2CCN(CC(=O)N/N=C\c3ccccn3)CC2)cc1
  CHT PAM: i
  OX1R antag-2: -14
  OX1R antag-1: 11
CCc1cccc(OCC(=O)Nc2cc(S(=O)(=O)N3CCOCC3)ccc2N2CCCC2)c1
  CHT PAM: i
  OX1R antag-2: -34
  OX1R antag-1: 2
COc1cccc(C2C(C(N)=O)=C(C)Nc3nc(-c4ccccc4Cl)nn32)c1 (stereo unspecified)
  CHT PAM: i
  OX1R antag-2: -9
  OX1R antag-1: 6
